Bioassay records as filed in PubChem BioAssay.
TcdB GH inh: inhibitors of Clostridioides difficile toxin B glycohydrolase; P18177; TcdB glycohydrolase enzymatic assay, plate reader; inhibition, % at 9.99 µM; 350,000 tested, 0.24% active; AID 652162; in the data active = inhibition above about 10%
Starred values were filed as active, the others as inactive. A portion of the library (hit frequency here may not be typical).

Start of the listing, in advance, 12 compounds:
SMILES	TcdB GH inh
COc1ccccc1-c1ccc2n(c1=O)C[C@H]1[C@H](CO)[C@@H](C(=O)N(C)C)[C@@H]2N1C(=O)c1cccnc1	-0.1
CCCNC(=O)N1[C@H](C#N)[C@@H](c2ccccc2-c2cccc(C)c2)[C@@H]1CO	0.9
Cc1ccc(S(=O)(=O)Nc2ccc3c(c2)CC(=O)N([C@@H](C)CO)C[C@H](C)[C@H](CN(C)C(=O)NC(C)C)O3)cc1	-1.2
COc1ccc(CN(C)C[C@@H]2Oc3ccc(NC(=O)Cc4ccccc4)cc3C(=O)N([C@@H](C)CO)C[C@@H]2C)cc1	-0.6
CC(=O)N1C[C@@H]2[C@H](c3ccccc31)[C@@H](CO)N2C(=O)Nc1ccc(F)cc1	0.3
Cc1ccc(S(=O)(=O)Nc2ccc3c(c2)C(=O)N([C@H](C)CO)C[C@H](C)[C@H](CN(C)S(=O)(=O)c2ccc(F)cc2)OCCCC[C@H](C)O3)cc1	0.6
CCC(=O)N1CC2(C1)[C@@H](c1ccc(-c3ccccc3)cc1)[C@@H](CO)N2S(C)(=O)=O	-0.8
COc1cccc(NC(=O)N(C)C[C@@H]2Oc3ncc(C#Cc4ccccc4)cc3C(=O)N([C@@H](C)CO)C[C@@H]2C)c1	-1.0
C[C@@H]1CN([C@@H](C)CO)C(=O)CCCn2cc(nn2)CO[C@@H]1CN(C)C(=O)NC1CCCC1	-4.1
C[C@H](CO)N1C[C@H](C)[C@H](CN(C)C(=O)NC2CCCC2)Oc2ncc(C3=CCCC3)cc2C1=O	1.1
CC(C)NC(=O)N[C@@H]1CC[C@@H](CCNC(=O)C2CCC2)O[C@@H]1CO	0.6
Cc1ccc(-c2ccc([C@@H]3[C@H](CO)N4C(=O)CN(C(=O)NC(C)C)C[C@@H]34)cc2)cc1	-1.7

Main list, repeating the preview:
SMILES	TcdB GH inh
COc1ccccc1-c1ccc2n(c1=O)C[C@H]1[C@H](CO)[C@@H](C(=O)N(C)C)[C@@H]2N1C(=O)c1cccnc1	-0.1
CCCNC(=O)N1[C@H](C#N)[C@@H](c2ccccc2-c2cccc(C)c2)[C@@H]1CO	0.9
Cc1ccc(S(=O)(=O)Nc2ccc3c(c2)CC(=O)N([C@@H](C)CO)C[C@H](C)[C@H](CN(C)C(=O)NC(C)C)O3)cc1	-1.2
COc1ccc(CN(C)C[C@@H]2Oc3ccc(NC(=O)Cc4ccccc4)cc3C(=O)N([C@@H](C)CO)C[C@@H]2C)cc1	-0.6
CC(=O)N1C[C@@H]2[C@H](c3ccccc31)[C@@H](CO)N2C(=O)Nc1ccc(F)cc1	0.3
Cc1ccc(S(=O)(=O)Nc2ccc3c(c2)C(=O)N([C@H](C)CO)C[C@H](C)[C@H](CN(C)S(=O)(=O)c2ccc(F)cc2)OCCCC[C@H](C)O3)cc1	0.6
CCC(=O)N1CC2(C1)[C@@H](c1ccc(-c3ccccc3)cc1)[C@@H](CO)N2S(C)(=O)=O	-0.8
COc1cccc(NC(=O)N(C)C[C@@H]2Oc3ncc(C#Cc4ccccc4)cc3C(=O)N([C@@H](C)CO)C[C@@H]2C)c1	-1.0
C[C@@H]1CN([C@@H](C)CO)C(=O)CCCn2cc(nn2)CO[C@@H]1CN(C)C(=O)NC1CCCC1	-4.1
C[C@H](CO)N1C[C@H](C)[C@H](CN(C)C(=O)NC2CCCC2)Oc2ncc(C3=CCCC3)cc2C1=O	1.1
CC(C)NC(=O)N[C@@H]1CC[C@@H](CCNC(=O)C2CCC2)O[C@@H]1CO	0.6
Cc1ccc(-c2ccc([C@@H]3[C@H](CO)N4C(=O)CN(C(=O)NC(C)C)C[C@@H]34)cc2)cc1	-1.7
O=C(Nc1cc(F)ccc1F)N1CC(=O)N2[C@@H](CO)[C@H](c3ccc(C#CC4CCCCC4)cc3)[C@@H]2C1	1.7
CC(C)CC#Cc1ccc([C@H]2[C@@H](CO)N3CCCCN(C(=O)NC4CCCC4)C[C@@H]23)cc1	-0.6
O=C(C[C@H]1C[C@H]2c3cc(NC(=O)C4CCOCC4)ccc3O[C@H]2[C@@H](CO)O1)NCc1ccc2c(c1)OCO2	0.0
C[C@@H]1CN([C@@H](C)CO)C(=O)c2cccc(NC(=O)c3ccc(-c4nccs4)cc3)c2O[C@@H]1CN(C)S(=O)(=O)c1ccc(Cl)cc1	0.5
COCC(=O)N[C@@H]1CC[C@@H](CC(=O)N2CCCCC2)O[C@@H]1CO	-0.4
C/C=C/c1cnc2c(c1)C(=O)N([C@H](C)CO)C[C@H](C)[C@@H](CN(C)C(=O)Nc1ccc(OC)cc1)O2	0.7
COc1ccc(S(=O)(=O)Nc2ccc3c(c2)C(=O)N([C@H](C)CO)C[C@@H](C)[C@H](CN(C)Cc2ccc(C(=O)Nc4ccccc4N)cc2)O3)cc1	-0.9
O=C(C1CCC1)N1C[C@H]2[C@@H](c3ccccc31)[C@H](CO)N2S(=O)(=O)c1ccccc1	-0.5
C[C@H](NC(=O)C[C@H]1C[C@@H]2c3cc(NC(=O)Cc4ccncc4)ccc3O[C@@H]2[C@H](CO)O1)c1ccccc1	-1.3
CC(C)NC(=O)Nc1ccc2c(c1)C(=O)N([C@H](C)CO)C[C@@H](C)[C@H](CN(C)Cc1ccc(C(=O)O)cc1)O2	-1.3
CC=Cc1ccc2n(c1=O)C[C@H]1[C@H](CO)[C@@H](C(=O)NCCc3cn(C)cn3)N(C(=O)C3CCCC3)[C@@H]21 (mixture of isomers)	-0.5
Cc1noc(C)c1NC(=O)N(C)C[C@@H]1Oc2c(NC(=O)c3ccncc3)cccc2C(=O)N([C@H](C)CO)C[C@H]1C	0.2
CNC[C@H]1Oc2ccc(NC(=O)CCCN(C)C)cc2CC(=O)N([C@H](C)CO)C[C@@H]1C	-1.0
CC(=O)N(C)C[C@@H]1Oc2cc(-c3ccc(F)cc3)ccc2S(=O)(=O)N([C@@H](C)CO)C[C@H]1C	0.5
C[C@@H]1CCCCO[C@@H](CN(C)C(=O)C2CCCCC2)[C@@H](C)CN([C@@H](C)CO)C(=O)c2cc(NC(=O)Nc3cccc4ccccc34)ccc2O1	-0.1
O=C(CCN1CCCCC1)N[C@@H]1CC[C@@H](CCn2cc(-c3ccc(F)cc3)nn2)O[C@H]1CO	1.3
COCC(=O)N(C)C[C@H]1Oc2ncc(C#Cc3ccncc3)cc2C(=O)N([C@@H](C)CO)C[C@@H]1C	-1.7
COc1ccc2c3c(n(C)c2c1)[C@H](CO)N(S(=O)(=O)c1cn(C)cn1)CC31CCN(C)CC1	-0.1
COc1ccccc1-c1ccc2c(c1)[C@@H]1[C@@H](CCN1S(=O)(=O)c1cccc(C)c1)[C@H](CO)N2	-0.4
COCC(=O)Nc1ccc2c(c1)OC[C@H](C)N(C(=O)c1ccncc1)C[C@H](C)[C@@H](OC)CN(C)C2=O	0.3
Cc1noc(C)c1NC(=O)Nc1ccc2c(c1)C(=O)N([C@@H](C)CO)C[C@@H](C)[C@H](CN(C)C)OCCCC[C@@H](C)O2	0.1
COc1ccc2c3c(n(C)c2c1)[C@H](CO)N(C)CC31CN(C(=O)c2cccnc2)C1	-6.3
C[C@H]1CCCCO[C@@H](CN(C)C(=O)Nc2ccc(F)cc2)[C@@H](C)CN([C@@H](C)CO)C(=O)c2cc(NS(=O)(=O)c3ccc(F)cc3)ccc2O1	-0.2
CCC(=O)N1CCC2(CC1)CN(S(=O)(=O)c1ccccc1)[C@H](CO)c1[nH]c3cc(OC)ccc3c12	0.1
C[C@@H]1CN([C@H](C)CO)C(=O)CCCn2cc(nn2)CO[C@@H]1CN(C)C(=O)Nc1ccc(N2CCN(C)CC2)cc1	-0.5
CN1C(=O)c2cc(NC(=O)c3ccc(F)cc3)ccc2OC[C@H]2O[C@H](CC(=O)NC3CCC3)CC[C@@H]21	-1.4
CN(C)C(=O)C[C@H]1CC[C@H]2[C@@H](COC[C@@H](O)CN2Cc2nccs2)O1	0.7
O=C(C1CCOCC1)N1C[C@@H]2[C@H](c3ccccc31)[C@@H](CO)N2Cc1ccccc1Cl	-0.5
C[C@H](CO)N1C[C@H](C)[C@@H](CN(C)C(=O)NC2CCCCC2)Oc2ccc(NS(C)(=O)=O)cc2CC1=O	0.2
C[C@H](CO)N1C[C@H](C)[C@@H](CN(C)C(=O)C2CCOCC2)Oc2ncc(-c3ccncc3)cc2C1=O	0.9
C/C=C/c1ccc2c(c1)O[C@H](CN(C)C(=O)Nc1ccc(C(F)(F)F)cc1)[C@@H](C)CN([C@H](C)CO)S2(=O)=O	1.5
C[C@@H]1CCCCO[C@H](CN(C)Cc2ccncc2)[C@@H](C)CN([C@@H](C)CO)C(=O)c2cc(NS(=O)(=O)c3cccs3)ccc2O1	0.8
COc1ccccc1NC(=O)N(C)C[C@@H]1OCc2cn(nn2)CCCC(=O)N([C@H](C)CO)C[C@@H]1C	0.1
CN1C(=O)c2cc(NC(=O)Cc3cccs3)ccc2OC[C@@H]2O[C@@H](CC(=O)O)CC[C@H]21	0.7
COCC(=O)N1[C@H](CO)[C@H]2c3ccccc3N(C(=O)Nc3ccccc3Cl)C[C@H]21	-2.2
COc1ccc2c3c(n(C)c2c1)[C@@H](CO)N(C(=O)c1ccncc1)CC31CCN(C(C)=O)CC1	1.8
CN(C)C(=O)C[C@H]1C=C[C@H](NC(=O)C2CC2)[C@@H](CO)O1	0.0
COc1ccc(CN(C)C[C@H]2Oc3ccc(NC(=O)NC(C)C)cc3CC(=O)N([C@H](C)CO)C[C@@H]2C)cc1	0.3
CO[C@@H]1CN(C)C(=O)c2cc(NS(=O)(=O)c3cn(C)cn3)ccc2OC[C@H](C)N(CC2CC2)C[C@@H]1C	1.5
COc1ccc(S(=O)(=O)N(C)C[C@@H]2Oc3c(NS(=O)(=O)c4ccc(C)cc4)cccc3C(=O)N([C@H](C)CO)C[C@H]2C)cc1	0.1
C[C@H]1CCCCO[C@@H](CN(C)S(=O)(=O)c2cccs2)[C@@H](C)CN([C@@H](C)CO)C(=O)c2cc(NS(=O)(=O)c3ccccc3)ccc2O1	-8.4
COc1ccc2c3c(n(C)c2c1)[C@@H](CO)N(C(=O)CN(C)C)CC31CCN(C(=O)C2CCC2)CC1	-16
N#C[C@@H]1[C@H](c2ccccc2-c2cccc(F)c2)[C@@H](CO)N1C(=O)C1CCC1	0.3
O=C(N[C@H]1CC[C@H](CCNC(=O)C2CC2)O[C@@H]1CO)c1ccncc1	2.3
C[C@@H]1CN([C@H](C)CO)C(=O)c2cc(-c3ccccc3F)cnc2O[C@@H]1CN(C)Cc1ccccc1	1.2
CN1C(=O)c2cc(NC(=O)C3CCOCC3)ccc2OC[C@@H]2O[C@@H](CC(=O)NCC3CC3)CC[C@H]21	-1.6
C[C@H]1CN([C@@H](C)CO)C(=O)c2cc(C3=CCCCC3)cnc2O[C@H]1CN(C)Cc1ccc(C(=O)O)cc1	-0.1
CC(=O)N(C)C[C@@H]1Oc2cc(-c3ccccc3F)ccc2S(=O)(=O)N([C@@H](C)CO)C[C@@H]1C	0.5

More structures follow:
SMILES	TcdB GH inh
O=C(CN1CCOCC1)N1CC(=O)N2[C@H](CO)[C@@H](c3ccc(/C=C/c4ccccc4)cc3)[C@@H]2C1	0.2
COc1ccc(NC(=O)N(C)C[C@@H]2OCc3ccccc3-c3ccccc3C(=O)N([C@H](C)CO)C[C@@H]2C)cc1	0.5
C[C@H](CO)N1C[C@H](C)[C@@H](CN(C)Cc2ccc(Cl)c(Cl)c2)Oc2ccc(NC(=O)Nc3ccc(C(F)(F)F)cc3)cc2CC1=O	-1.0
O=C(CN1CCOCC1)N[C@H]1CC[C@H](CCNC(=O)C2CCC2)O[C@@H]1CO	-1.2
CC(C)CC#Cc1ccc([C@H]2[C@@H](CO)N3CCCCN(S(=O)(=O)c4ccc(F)cc4)C[C@@H]23)cc1	-0.9
N#C[C@@H]1[C@@H](c2ccccc2)[C@@H](CO)N1S(=O)(=O)c1cccc(F)c1	-2.3
COCCOC(=O)N1C(=O)[C@@]2(c3cc(C#CC4=CCCCC4)ccc31)[C@H](c1ccccc1OCCO)N1[C@H](c3ccccc3)[C@H](c3ccccc3)OC(=O)[C@H]1[C@@H]2C(=O)NC[C@H](O)c1ccccc1	1.1
C[C@H]1CN([C@@H](C)CO)C(=O)c2cc(NC(=O)Cn3cnnn3)ccc2O[C@@H]1CN(C)Cc1ccc(C(F)(F)F)cc1	1.0
O=C(C[C@@H]1C=C[C@@H](NS(=O)(=O)c2ccc(F)cc2)[C@@H](CO)O1)NCCN1CCCCC1	0.8
C[C@@H]1CN([C@H](C)CO)C(=O)Cc2cc(NS(=O)(=O)c3ccc(Cl)cc3)ccc2O[C@@H]1CN(C)C(=O)Nc1ccc(F)cc1	0.6
C[C@@H]1CN([C@H](C)CO)S(=O)(=O)c2ccc(C#Cc3ccccn3)cc2O[C@H]1CN(C)C	0.3
C[C@H](CO)N1C[C@H](C)[C@H](CN(C)Cc2ccccc2)Oc2ncc(C#CCc3ccccc3)cc2C1=O	0.7
O=C(Nc1ccc(F)cc1)N[C@H]1CC[C@@H](CCn2cc(-c3ccccc3F)nn2)O[C@@H]1CO	0.9
COc1ccc(CN(C)C[C@H]2Oc3ccc(NC(=O)Nc4c(C)noc4C)cc3CC(=O)N([C@H](C)CO)C[C@@H]2C)cc1	-0.5
CCCNC(=O)N[C@@H]1CC[C@H](CCn2cc(C3CCCC3)nn2)O[C@H]1CO	0.3
C[C@H]1CN([C@@H](C)CO)C(=O)Cc2cc(NS(=O)(=O)c3cn(C)cn3)ccc2O[C@H]1CN(C)C(=O)Nc1cccc2ccccc12	0.3
C[C@@H]1CN([C@H](C)CO)C(=O)c2cc(NS(=O)(=O)c3cccs3)ccc2O[C@H]1CN(C)C(=O)Nc1ccc2c(c1)OCO2	1.0
CN1c2ccc(C3=CCCCC3)cc2[C@@H]2[C@@H](CCN2C(=O)C2CCCCC2)[C@H]1CO	-1.7
COc1ccc(S(=O)(=O)N(C)C[C@H]2Oc3c(NS(=O)(=O)c4ccc(C)cc4)cccc3C(=O)N([C@@H](C)CO)C[C@@H]2C)cc1	0.3
CS(=O)(=O)N1CCCCN2[C@H](CO)[C@@H](c3ccc(-c4cccc(C#N)c4)cc3)[C@H]2C1	1.0
C[C@@H]1CN([C@@H](C)CO)C(=O)c2cc(C3=CCCC3)cnc2O[C@@H]1CN(C)C(=O)Nc1ccc(C(F)(F)F)cc1	0.2
CO[C@H]1O[C@H](CO)[C@@H](OC(=O)Nc2ccccc2)[C@H](OC(=O)Nc2ccc3c(c2)OCO3)[C@@H]1OC(=O)Nc1ccc2c(c1)OCO2	5.8
